High-throughput results from PubChem BioAssay.
Growth percent in the NCI-60 one-dose screen (48 h, 10 µM unless noted): 100 = growth as untreated, 0 = no growth, -100 = all killed.
OVCAR-8 – OVCAR-8 ovarian cancer; 4.4% of 81,000 active; AID 1794782
RXF 393 – RXF 393 renal cancer cells; AID 1794773; 6.9% of 77,000 active
ACHN – ACHN renal cancer. 4.9% of 81,000 active. AID 1794771
OVCAR-3 – OVCAR-3 ovarian cancer. 7% of 79,000 active. AID 1794787
CAKI-1 – CAKI-1 renal cancer; AID 1794772; 4.7% of 75,000 active
A498 – A498 renal cancer cells; 5.4% of 76,000 active; AID 1794774
TK-10 – TK-10 renal cancer cells. 3.9% of 81,000 active
OVCAR-5 – OVCAR-5 ovarian cancer | 2.9% of 82,000 active | AID 1794783
* marks the source's active call; other numbers are inactive results; nt = no result given; & = joins results of further samples. The calls were made as follows: active = growth percent below 10; inactive = the rest. A portion of the library; the hit share may differ from the screen's.

SMILES	OVCAR-8	RXF 393	ACHN	OVCAR-3	CAKI-1	A498	TK-10	OVCAR-5
CCOC(=O)c1cc(CCCOc2ccc(-c3noc(C(F)(F)F)n3)cn2)on1	88	85	78	98	47	nt	102	95
CC1(C)CC[C@]23CC[C@]4(C)[C@H](CC[C@@H]5[C@@]6(C)C/C(=C/c7ccco7)C(=O)C(C)(C)[C@@H]6CC[C@]54C)[C@H]2[C@H]1OC3	101	128	108	115	94	114	103	112
N#Cc1c(N)nc2c(c(N)nn2-c2ccccc2)c1-c1ccc(O)cc1	102	127	99	108	94	116	139	107
CCOP1(=O)CC(C)=C(Cl)C(P(=O)(OCc2ccccc2)OCc2ccccc2)C1 (stereo not drawn)	85	83	106	110	105	99	142	91
CC(NC(=O)CCl)c1ccccc1 (stereo not drawn)	105	99	106	102	101	84	99	109
CC1=C(C)C[C@@]2(Cc3c(ccc4ccccc34)C2=O)S(=O)C1 (stereo partly drawn)	97	101	104	96	nt	nt	111	110
Cn1c(=O)[nH]c(=O)c2nc3cc(-c4ccc(F)cc4F)oc3nc21	103	97	101	106	91	82	94	107
CCCCS(=O)(=O)CCCC	102	114	106	111	101	109	99	100
CCSc1ccc(C2C(Br)C(=O)N2c2cc(OC)c(OC)c(OC)c2)cc1 (stereo not drawn)	17	2.1*	33	3.6*	nt	-14*	77	31
COc1cc(Cn2ncc3ccc(NC(=O)c4cc5ccccc5oc4=N)cc32)cc(OC)c1OC	87	73	57	39	82	98	91	58
CN(C)CCOC(=O)Nc1cccc(Cl)c1	104&105	118&111	103&103	104&122	93&101	84&110	102&113	102&106
Oc1ccc(CSc2nnc(-c3ccncc3)n2-c2ccccc2)c2cccnc12	18	24	14	5.8*	16	44	34	46
O=Nc1ccc(-[n+]2ccccc2)c([N+](=O)[O-])c1	104	101	98	118	82	101	118	102
CC(=O)Nc1c(Br)cc2c(c1Br)Cc1cc([N+](=O)[O-])ccc1-2	74	86	58	88	65	102	89	94
COc1ccc(-c2nnc(Nc3ccc(C)cc3)o2)cc1	102	100	107	97	101	86	96	115
O=C(O)c1cccc([N+](=O)[O-])c1/C=C/c1ccccc1	115	103	110	103	93	89	nt	108
Brc1cc(C2CCCCC2)ccc1OCCCN1CCOCC1	97	88	108	101	91	79	99	101
COCC(=O)CCN1CCCCC1	104	112	92	120	102	91	102	88
O=c1[nH]c(=S)[nH]n1C(=S)n1[nH]c(=S)[nH]c1=O	101	96	99	110	95	109	106	105
Clc1ccc(C2CC(c3ccc(Nc4ccnc5cc(Cl)ccc45)cc3)=NN2c2ccccc2)cc1 (stereo not drawn)	94	99	84	104	75	56	107	95
COc1ccc(NC(=O)CCl)cc1	81	70	89	nt	97	120	118	68
O=[N+]([O-])c1cccc(/C=N/Nc2ncc(-c3cc4cc5c(cc4o3)OCO5)s2)c1	62	nt	105	115	102	91	115	108
CCCC(C)C(C)(C(=O)OCC)C(=O)OCC (stereo not drawn)	105	119	98	116	94	nt	108	108
Cc1ccc(C(C)C)c(O)c1NC(=S)N/N=C\c1cc(Cl)ccc1O	50	80	28	41	47	nt	87	87
Cc1cc(C)c(CCc2c(C)cc(C)cc2C)c(C)c1	106	nt	110	101	nt	109	99	105

Going on with the list.
SMILES	OVCAR-8	RXF 393	ACHN	OVCAR-3	CAKI-1	A498	TK-10	OVCAR-5
COC(=O)C1CC23C=CCN4CCC5(c6ccccc6NC15C2C)C43 (stereo not drawn)	108	109	105	132	100	113	111	95
Cc1cc(SCC(=O)c2ccccc2)cc(C)[o+]1	100	103	102	110	123	100	99	108
Cc1nc2cc(Nc3nc(N4CCCC4)nc(N4CCOCC4)n3)ccc2n1Cc1ccccc1	76	71	92	96	95	67	101	96
C[N+](C)(C)CC[N+](C)(C)C	103	112	94	118	99	76	78	106
O=C(Nc1ccc(Cl)cc1)Nc1ccc(Nc2nncc3ccccc23)cc1	18	66	22	18	21	25	32	86
O=C(O)c1cccc(S)c1	105	108	114	117	100	87	85	104
CCCCCCCCCN1CCCCC1	92	nt	118	109	97	93	96	114
C(CCCC1=NCCO1)CCCC1=NCCO1	106	96	105	100	103	101	110	100
COc1ccc(CCNC(=S)NCCc2ccc(OC)c(OC)c2)cc1OC	101	132	99	93	90	82	108	103
CC(CNC1CCCC1)OC(=O)c1ccccc1 (stereo not drawn)	98	116	102	111	97	nt	110	112
CCCC(=O)NC1C(Nc2ccc(S(=O)(=O)Nc3nc(C)cc(C)n3)cc2)OC(CO)C(O)C1O (stereo not drawn)	110	120	112	103	nt	nt	97	107
c1ccc(N2N=NC3C4CCC(C4)C32)cc1 (stereo not drawn)	113	137	109	113	113	116	113	102
O=C(C[n+]1ccc(-c2ccccn2)cc1)c1ccc(O)c(O)c1	107	113	105	124	101	98	93	104
NC(=O)C1CCN(Cc2c[nH]c3ccccc23)CC1	92	90	100	97	92	82	107	92
COc1cc(Cn2cc3c(c2)-c2onc(CN4CCCC4)c2CC3)cc(OC)c1OC	nt	nt	97	100	92	94	111	99
COc1ccc2c(c1)NC(=O)CC2c1cc(OC)c2c(c1OC)OCO2 (stereo not drawn)	92	96	97	106	79	104	90	89
CCCCCCCCOc1ccc(C(=O)c2ccccc2)c(O)c1	100	117	103	115	103	91	109	103
NC(=O)c1cnccn1	102	104	97	118	98	120	99	nt
O=C1C(=O)N(Cc2cn(Cc3ccccc3)nn2)c2ccc(Cl)cc21	100	89	101	93	89	67	102	97
CC(c1ccccc1)N1C(=O)/C(=C/c2csc(C#N)n2)SC1=S (stereo not drawn)	93	90	87	56	85	nt	119	107
NNC(=O)OCc1ccccc1	106	111	98	107	101	65	107	88
COc1ccc([C@@H]2[C@@H](O)C(=O)N2c2cc(OC)c(OC)c(OC)c2)cc1Cl	-12*	26	28	nt	31	-17*	89	29
Cc1ccc(/C=C2\CCCC3=C2N=C2SC=NN2C3c2ccc(C)cc2)cc1 (stereo not drawn)	104	110	99	119	104	80	108	95
COc1cc(/C=C/C(=O)c2c(-c3ccc(F)cc3)nc3sc(C)nn23)cc(OC)c1OC	9.7*	nt	25	-16*	15	85	nt	19
COc1cc(Br)cc2c1OC1(CCN(C)CC1)N1N=C(c3ccc(F)cc3)CC21 (stereo not drawn)	101	105	93	103	83	99	117	95

(continued)
SMILES	OVCAR-8	RXF 393	ACHN	OVCAR-3	CAKI-1	A498	TK-10	OVCAR-5
COc1cc(CSC(=N)N)cc(OC)c1	84	102	nt	105	nt	82	86	109
Cc1ccc(-c2n[nH]c(=O)c3c2sc2ncc(-c4ccc(Br)cc4)n23)cc1	100	110	92	99	95	nt	111	94
CC(=O)Oc1ccc(C(c2ccccc2)c2ccccc2C(=O)O)cc1 (stereo not drawn)	90	117	102	107	92	107	103	90
CN1c2ccccc2Sc2cc(/C=N/Nc3ccc(Br)cc3)ccc21	52	105	53	nt	43	106	112	75
CCC1CCC(C)N(COC(=S)S)C1 (stereo not drawn)	104	109	117	108	94	96	112	105
O=S(=O)(NCCCNc1nccc(-c2[nH]c(-c3ccccc3)nc2-c2ccc(Cl)c(O)c2)n1)c1ccccc1	79	106	87	112	84	105	153	142
N/C(=N\N=C\c1ccc(Br)cc1)c1c(N)nc(=S)[nH]c1-c1ccc(Cl)cc1Cl	114	101	108	104	87	129	148	119
CC(O)(Cc1ccccn1)Cc1ccccn1	105	110	106	125	102	100	104	109
COC(=O)Cc1nc2ccccc2o1	86	104	73	76	100	89	144	102
Clc1ccc(N/N=C/c2ccc(-n3cccn3)cc2)cc1	111	127	103	102	nt	108	104	106
COc1ccc(N=Nc2cc(OC)c(OC)c(OC)c2)cc1	87	86	80	88	70	73	85	78
COc1ccc2c(c1)sc1nc(-c3c[nH]c4ccccc34)c(Nc3ccccc3)n12	100	112	106	97	80	102	126	109
C#CC(C)(O)CCCCCC (stereo not drawn)	102	105	97	105	115	103	103	100
CCOC(=O)c1ccccc1NC(c1ccccc1)c1ccc2cccnc2c1O (stereo not drawn)	17	25	14	33	16	38	37	54
COc1ccc(C2c3sc4ccc(C)cc4c3Oc3nc[nH]c(=O)c32)cc1 (stereo not drawn)	98	86	106	89	60	119	137	113
COc1cccc(-c2cc(-c3cccc(NS(C)(=O)=O)c3)nc(N)c2C#N)c1O	42	29	43	-16*	-12*	nt	71	84
COc1ccc(/C=C(/C)CO)cc1	102	110	105	105	89	89	92	100
O=Nc1ccc(O)cc1	92&106	112&99	75&81	98&89	98	130&122	105&107	99&105
CCOC(CN1C(=O)c2ccccc2C1=O)OCC	nt	nt	101	101	104	126	101	96
CCOC(=O)c1cc([N+](=O)[O-])cc([N+](=O)[O-])c1	96	113	105	110	84	90	111	108
CC1(C)N=C(N)NC(Nc2ccc(S(N)(=O)=O)cc2)=N1	103	101	106	108	91	93	102	100
COc1ccc(C(=O)/C=C/c2cn(-c3ccccc3)nc2-c2ccc(Cl)cc2)cc1	101	151	83	96	89	120	118	76
COc1nc2c(c(=O)n1C)C(c1ccccc1)C=C(C(=O)O)N2 (stereo not drawn)	108	120	104	124	96	98	111	111
C[C@H]1[C@H](C)CC[C@]2(C(=O)N3CCNCC3)CC[C@]3(C)C(=CC[C@@H]4[C@@]5(C)CCC(=O)C(C)(C)[C@@H]5CC[C@]43C)[C@H]12	100	95	96	102	62	75	93	98
COc1c(-c2cc(-c3ccc(C)o3)[nH]c(=O)n2)c(O)cc2occc12	73	56	90	33	64	54	104	99

Next entries follow:
SMILES	OVCAR-8	RXF 393	ACHN	OVCAR-3	CAKI-1	A498	TK-10	OVCAR-5
NS(=O)(=O)CCC1CCCCC1	102	99	110	100	94	99	78	102
CN(Cc1cnc2nc(N)nc(N)c2n1)c1ccc(C(=O)NC(CCC(=O)O)C(=O)O)cc1 (stereo not drawn)	24	46	27	38	22	35	59	45
Cn1cc(C2=C(c3cccc4ccccc34)C(=O)NC2=O)c2cccnc21	98	106	108	103	93	102	89	107
Cc1ncc([N+](=O)[O-])n1CCOc1ccc(C(=O)/C=C/c2ccc(C(F)(F)F)cc2)cc1	52	64	81	51	81	75	72	90
Fc1ccc(-c2nnc(-c3ccc(Cl)cc3)o2)cc1	99	100	105	113	104	95	91	94
O=C(Nc1ccc(-c2nc(-c3cccc(O)c3)c(-c3ccnc(Br)c3)[nH]2)cc1)Oc1ccccc1	94	76	97	103	91	97	120	98
COc1ccc(-c2c(C(C)=O)c(C)n(-c3ccccc3)c2Cc2ccccc2)cc1OC	87	nt	75	100	48	51	111	101
CCN(CC)c1ccc(C(=NO)c2ccc(N(CC)CC)cc2)cc1	92	103	93	85	nt	nt	95	90
CCOC(=O)C1=C(N)N(c2ccc(Cl)cc2)C(C(=O)OCC)=C(C(=O)OCC)C1c1cc(=O)[nH]c2ccccc12 (stereo not drawn)	103	93	92	114	90	77	96	101
COc1cc(NS(=O)(=O)c2ccc(-c3cnc(C4CC4)o3)cc2)ccc1F	29	12	37	-15*	35	-6.3*	44	37
O=c1[nH][n+](-c2ccc(Br)cc2)no1	56	105	38	59	18	94	64	75
N=C(N)SCc1cccc2c(CSC(=N)N)cccc12	102	113	108	102	94	87	106	92
CNC1(C(=O)O)CCCCC1	108	110	104	106	98	72	103	103
CCCC(=O)NCCc1ccc(OC)c(OC)c1	110	91	102	104	99	93	nt	93
O=S(=O)(c1ccccc1)N1CCN(c2nccc(-c3c(-c4cccc(F)c4)nc4sccn34)n2)CC1	79	84	69	92	59	nt	117	113
CCN(CC)CC(OC)C(O)COC (stereo not drawn)	101	108	96	110	104	83	108	94
CN1C(=O)N(C)C2C1NC(=S)N2/N=C/C=C/c1ccccc1[N+](=O)[O-] (stereo not drawn)	36	13	31	8.1*	23	11	43	75
Nc1nc(=O)n(C2CC(O)C(CO)O2)cc1Cl (stereo not drawn)	85	81	92	122	26	103	61	102
S=C(N/N=C1/CCCC/C1=N/NC(=S)N1CCOCC1)N1CCOCC1	90	84	89	83	85	100	111	87
